GPR151 activ: activators of human GPR151; actives 1% (n = 650,000); PathHunter beta-arrestin GPR151 cells, luminescence; AID 1508602; activation, % at 11.2 µM; Q8TDV0; in the data active means activation above about 4.9%;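 further: 0% = median of compound wells and 100% = cells with positive control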
Target sequence (Q8TDV0 whole entry, looked up): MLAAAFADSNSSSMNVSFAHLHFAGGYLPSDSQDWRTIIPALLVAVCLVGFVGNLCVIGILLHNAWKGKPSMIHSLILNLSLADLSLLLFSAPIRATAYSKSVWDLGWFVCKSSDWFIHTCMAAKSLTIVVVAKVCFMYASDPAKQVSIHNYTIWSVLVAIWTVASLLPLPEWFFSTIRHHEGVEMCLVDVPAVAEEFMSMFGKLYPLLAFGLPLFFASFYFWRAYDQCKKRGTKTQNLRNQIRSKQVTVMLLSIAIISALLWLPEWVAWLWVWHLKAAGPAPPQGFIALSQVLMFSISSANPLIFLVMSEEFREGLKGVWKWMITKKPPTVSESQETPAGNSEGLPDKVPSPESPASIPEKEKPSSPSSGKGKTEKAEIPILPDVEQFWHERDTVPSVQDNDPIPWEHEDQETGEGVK
TEAD-YAP inh: TEAD-YAP interaction inhibition; HEK-TIYL cells, TEAD-Gal4/YAP UAS-luciferase luminescence; inhibition, % at 9.12 µM; actives 1.4% (n = 640,000); in the data active means inhibition above about 32%;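 further: 0% = median of test compound wells and 100% = reference inhibitor wells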
MITF primary: inhibitors of human MITF; O75030; AlphaScreen MITF homodimerization, bead proximity signal; inhibition, % at 2.6 µM; actives 0.91% (n = 650,000); AID 1259374; in the data active means inhibition above about 50%;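 further: 0% = vehicle wells with protein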
FBW7 activator: activators of human E3 ligase FBW7. Q969H0. AlphaScreen FBW7–phospho-cyclin E peptide binding, activator screen. normalized activity (activation), % at 26.1 µM. actives 0.13% (n = 650,000). AID 1259310; in the data active means normalized activity above about 1.9%;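 further: purified mutant Fbw7 with reduced substrate affinity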
Target sequence (Q969H0 whole entry, looked up): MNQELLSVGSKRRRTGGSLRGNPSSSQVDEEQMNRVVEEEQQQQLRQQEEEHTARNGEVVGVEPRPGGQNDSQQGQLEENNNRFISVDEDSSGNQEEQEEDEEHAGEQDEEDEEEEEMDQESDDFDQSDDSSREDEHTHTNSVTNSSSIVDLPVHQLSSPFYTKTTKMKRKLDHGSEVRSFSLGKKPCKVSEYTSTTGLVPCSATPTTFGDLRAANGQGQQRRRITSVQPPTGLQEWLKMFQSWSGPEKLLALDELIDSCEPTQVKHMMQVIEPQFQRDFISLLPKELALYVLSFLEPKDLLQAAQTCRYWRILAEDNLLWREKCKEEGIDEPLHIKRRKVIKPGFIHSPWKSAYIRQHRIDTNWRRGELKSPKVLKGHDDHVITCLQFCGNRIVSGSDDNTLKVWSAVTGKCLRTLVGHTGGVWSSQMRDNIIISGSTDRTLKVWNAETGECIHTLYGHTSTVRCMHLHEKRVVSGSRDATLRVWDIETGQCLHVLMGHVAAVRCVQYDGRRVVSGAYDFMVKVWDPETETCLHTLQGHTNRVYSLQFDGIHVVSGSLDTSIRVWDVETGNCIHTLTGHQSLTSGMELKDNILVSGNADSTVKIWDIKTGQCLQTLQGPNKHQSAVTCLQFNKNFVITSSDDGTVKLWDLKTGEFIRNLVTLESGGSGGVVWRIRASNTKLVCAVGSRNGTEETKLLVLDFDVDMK
* hit, by the source's call.

Below each compound – GPR151 activ | TEAD-YAP inh | MITF primary | FBW7 activator
COc1ccc(Nc2nc(Nc3ccc(F)cc3)nc(C)c2[N+](=O)[O-])cc1
    -0.2 | 8 | 7 | -0.3
O=C(CC(NCc1ccco1)C(=O)O)Nc1ccc(Cl)cc1Cl (stereo not given)
    -2.0 | 2 | 13 | 0.8
COc1cccn2c(C(=O)NCc3ccc(C)o3)c(C(F)(F)F)nc12
    4.1 | 3 | 17 | -0.4
C/C(=N/NC(=O)c1cc([N+](=O)[O-])cc([N+](=O)[O-])c1)c1ccc2ccccc2c1
    1.0 | 15 | -6 | 0.1
COc1ccc(-c2ccc(C(=O)NCc3nc4ccccc4[nH]3)s2)cn1
    0.0 | 1 | 16 | 0.3
CC(C)c1nnc2n1CCN(C(=O)c1cccc(N3CCCC3=O)c1)CC2
    -0.8 | -10 | 4 | -0.1
O=[N+]([O-])c1ccc(-c2csc(=Nc3ccccc3)n2Cc2ccc3c(c2)OCO3)cc1
    -1.0 | 4 | -3 | -0.1
CC(=O)c1cccc(S(=O)(=O)N(Cc2ccccc2)Cc2ccccc2)c1
    -1.3 | 15 | 9 | 0.3
COc1cc(CO)cc(I)c1OCc1ccc([N+](=O)[O-])cc1
    0.1 | -6 | 4 | 0.0
CC(=O)Nc1nnc(CCCn2c(=O)oc3ccccc32)s1
    0.7 | -13 | -5 | 0.0
Cc1cc(C)c(C#N)c(SCCS(=O)(=O)c2ccc(C(C)(C)C)cc2)n1
    0.3 | 20 | 1 | 0.2
Clc1ccc2nc(CSc3nc4ccccc4s3)c(Cl)n2c1
    -1.0 | -3 | 10 | 0.1
CN1c2ccccc2N(C)C1(C)c1ccc(C2(C)N(C)c3ccccc3N2C)cc1
    -0.7 | -7 | -1 | -0.2
N#CCCN(CCC#N)c1nncs1
    1.1 | 0 | 18 | 0.5
O=C(O)C1=C(CSc2nnnn2CS(=O)(=O)O)CS[C@@H]2C(NC(=O)[C@H](O)c3ccccc3)C(=O)N12 (stereo not given in full)
    2.0 | 6 | 9 | 0.1
COc1cc(Cc2nnc(C(=O)NCCCO)o2)cc(OC)c1OC
    -0.1 | 2 | 4 | 0.2
O=C(OCc1nc2ccccc2s1)c1ccc(NS(=O)(=O)c2cccs2)cc1
    -5.4 | 4 | 5 | -0.1
COc1ccc(Cl)c2c1[nH]c1nc(SCC(=O)N(C(C)C)C(C)C)nnc12
    1.5 | -5 | 13 | 0.3
Cc1cccc(C(=O)NC2C(=O)NNC2c2ccc(Cl)cc2)c1 (stereo not given)
    -0.1 | -2 | 12 | -0.6
CC(=O)C1CCCN(C(=O)CC2(c3ccccc3Cl)CC(=O)N(C3CCCC3)C2=O)C1 (stereo not given)
    1.0 | 2 | 17 | 0.0

Looked up by structure from the entries so far:
Below each compound – GPR151 activ | TEAD-YAP inh | MITF primary | FBW7 activator
C/C(=N/NC(=O)c1cc([N+](=O)[O-])cc([N+](=O)[O-])c1)c1ccc2ccccc2c1
    1.0 | 15 | -6 | 0.1
O=C(O)C1=C(CSc2nnnn2CS(=O)(=O)O)CS[C@@H]2C(NC(=O)[C@H](O)c3ccccc3)C(=O)N12 (stereo not given in full)
    2.0 | 6 | 9 | 0.1
O=[N+]([O-])c1ccc(-c2csc(=Nc3ccccc3)n2Cc2ccc3c(c2)OCO3)cc1
    -1.0 | 4 | -3 | -0.1
O=C(CC(NCc1ccco1)C(=O)O)Nc1ccc(Cl)cc1Cl (stereo not given)
    -2.0 | 2 | 13 | 0.8
CC(=O)Nc1nnc(CCCn2c(=O)oc3ccccc32)s1
    0.7 | -13 | -5 | 0.0

(more compounds)
Below each compound – GPR151 activ | TEAD-YAP inh | MITF primary | FBW7 activator
CCC(=O)Nc1ccc(N2CCCCC2)c(C(=O)Nc2ccccc2C)c1
    1.7 | -4 | -2 | -0.1
COc1ccc(-c2nnc(SCC(=O)O)n2C2CCCCC2)cc1
    -0.9 | -2 | 7 | -0.1
Cc1ccc(S(=O)(=O)n2cnc3cc([N+](=O)[O-])ccc32)cc1C
    -0.1 | -6 | -6 | 0.0
COc1ccc([N+](=O)[O-])cc1C1=N/C(=C/c2cccc(Br)c2)C(=O)O1
    -0.3 | -8 | -10 | 0.2
CCCC(C)NS(=O)(=O)c1cc(OC)ccc1OC (stereo not given)
    -0.2 | 3 | 13 | -0.1
O=S(=O)(NCC1(c2cccs2)CCCC1)c1ccc(F)cc1F
    2.8 | 8 | 9 | 0.1
O=C(Nc1c(F)cccc1F)c1cccc([N+](=O)[O-])c1
    -0.1 | -2 | -1 | -0.2
CCC(C)NC(=O)CNC(=O)Cn1cnc2ccccc2c1=O (stereo not given)
    3.9 | -7 | 3 | -0.1
O=C(NC1CCCCCC1)c1ncn[nH]1
    2.9 | 12 | 9 | -0.3
CCN(CC)CCCNC(=O)CCCNC(=O)Cn1cnc2sc3c(c2c1=O)CCCC3
    0.5 | -3 | -6 | -0.2
COC(=O)COc1ccc(/C=C2/C(=O)N(c3ccccc3)N=C2C)cc1
    -0.3 | -2 | 3 | 0.4
COC(=O)C1=C(C)NC(S)=C(C#N)C1c1cccnc1 (stereo not given)
    -1.0 | -2 | -1 | -0.1
CC(C)N(CCO)C(=O)c1cnc2sccn2c1=O
    -0.9 | 7 | 6 | 0.6
O=C(CCCC(=O)c1ccccc1)NCCc1ccccc1
    2.1 | 9 | 2 | 0.1
COc1ccc(NC(=O)CN2C(=O)C(C)Oc3ccccc32)cc1 (stereo not given)
    0.6 | 2 | 4 | 0.0
CCn1cc(/C=C2/C(=N)N3OC(C)=CC3=NC2=O)c2ccccc21
    0.6 | 6 | 1 | 0.0
Cc1ccccc1CN[C@H]1C[C@H]2C(=O)N[C@H](Cc3ccccc3)C(=O)N2C1
    -1.2 | 12 | 15 | 0.1
CCOC(=O)C(=CNc1ccc(OC)c(Cl)c1)C(=O)OCC
    1.3 | -7 | 11 | 0.0
C=CCOc1c(Br)cc(CNn2cn[nH]c2=S)cc1OC
    0.8 | -1 | 17 | 0.4
C=CCC1NCCc2c(Br)cccc21 (stereo not given)
    0.4 | -7 | -2 | -0.1
NC(=O)c1cc(NCc2ccc3c(c2)OCO3)nc2ccccc12
    0.9 | -14 | -9 | -0.2
CC(C)N(C(=O)N1CCC2(CC1)CC(=O)c1ccccc1O2)C(C)C
    0.6 | -3 | -9 | 0.4
O=C1N/C(=C\c2ccc(OCc3ccccc3)cc2)C(=O)N1Cc1ccc(Cl)cc1
    0.0 | -1 | 9 | 0.4
CN(C)c1cccc(-c2cnc3ccc(NCc4ccc5c(c4)OCO5)nn23)c1
    0.3 | -5 | -13 | 0.1
CCOC(=O)C1CCN(C(=O)c2sc3ncn(CC(=O)N(CC)CC)c(=O)c3c2C)CC1
    0.8 | 2 | 24 | 0.2
CCCSCc1ccc2oc(C(=O)O)cc2c1
    -1.7 | 4 | 8 | -0.1
Cc1c(C(=O)Nc2ccc(Cl)cc2)sc2ncn(CC(=O)N3CCCC(C)C3)c(=O)c12 (stereo not given)
    -2.3 | 0 | 28 | -0.6
CN(C)c1ccc(-c2cnn3c(N4CCOCC4)ccnc23)cc1
    1.7 | 5 | 24 | 0.1
CSc1ccccc1N1C(=O)CN(C(=O)c2csc(C)n2)CC1C (stereo not given)
    0.1 | -11 | 9 | 0.3
COc1ccc(C(=O)O)cc1NC(=S)NC(=O)c1ccco1
    -0.6 | -6 | 6 | 0.1
CC(C)NC(=O)c1ccc(CS(=O)(=O)c2c(Cl)cccc2Cl)o1
    -0.5 | 6 | 2 | -0.2
Cc1ccc(CSc2nc3[nH]ncc3c(=O)n2-c2cccc(C)c2)cc1
    9.0* | -10 | 4 | -0.1
CC1CCCN(S(=O)(=O)c2ccc3[nH]c(=O)ccc3c2)C1 (stereo not given)
    -1.7 | -2 | 3 | -0.1
CCOc1cc(/C=N/Nc2nnc(C)n2N)ccc1OC(C)=O
    0.0 | 0 | 1 | -0.3
COc1ccc(/C=C(/NC(=O)c2ccccc2)C(=O)N/N=C/c2ccc(O)cc2O)cc1
    -0.6 | 17 | 19 | -0.7
Cc1cc(C)cc(NC(=O)c2ccc(Br)o2)c1
    -0.5 | -7 | 5 | 0.1
Cc1ccc(C(=O)Nc2ccc(NC(=O)c3ccncc3)cc2)cc1
    4.8 | 4 | 2 | -0.1
CC(=O)c1ccc(OCC(=O)Nc2ccc3nc(C)sc3c2)cc1
    -1.4 | -7 | -9 | 0.0
Cc1cc(-n2c(=S)sc3c(=O)n(-c4ccc(F)cc4)c(SCC(=O)N4CCCC4)nc32)ccc1Cl
    0.4 | 3 | -1 | 0.7
COc1cccc(NC(=O)Nc2nnc(COc3ccc(C)cc3C)s2)c1
    -0.1 | -2 | -3 | 0.4
CCCCNc1nc(C)c(-c2ccccn2)s1
    0.1 | -41 | 12 | 0.1
CN1CCN(C(=O)c2ccc(SCc3cccnc3)c([N+](=O)[O-])c2)CC1
    2.0 | 6 | 7 | 0.1
COc1cc([N+](=O)[O-])ccc1-c1ccc(-c2nc3sc4c(c3c(=O)[nH]2)CCCC4)o1
    -0.2 | -2 | -9 | -0.2
COC(=O)c1ccc(COC(=O)c2ccc(N(C)C)cc2)cc1
    -1.4 | -18 | -14 | 0.7
COc1ccc(-c2nccc(NCCc3ccc(O)cc3)n2)cc1
    0.1 | -43 | -3 | -0.1
O=[N+]([O-])c1ccc(N2CCOCC2)cc1NCCOc1ccc(Cl)cc1
    0.0 | -3 | -4 | 0.2
Cc1cc(C(=O)Nc2ccccn2)ccc1[N+](=O)[O-]
    -2.8 | -52 | -22 | -0.1
OC1CCCN(c2nc3nonc3nc2N2CCCCCC2)C1 (stereo not given)
    -1.0 | 7 | 17 | -0.2
Cc1ccc(S(=O)(=O)N2CCN(c3cc(N4CCCC4)ncn3)CC2)s1
    2.8 | -7 | 13 | 0.1
Cc1ccc(OCC(=O)N/N=C/c2cc([N+](=O)[O-])cc(Br)c2O)cc1C
    0.1 | 0 | -2 | -0.1
CCOC(=O)c1sc(N2C(=O)C(=O)/C(=C(/O)c3ccc(C)cc3)C2c2ccc(F)cc2)nc1C (stereo not given)
    -0.6 | -19 | -10 | -0.1
CCOC(=O)C1=C(C)N=c2s/c(=C\c3cc(C)n(-c4ccc(C(=O)O)cc4)c3C)c(=O)n2C1c1ccc(OC)cc1 (stereo not given)
    -1.5 | -32 | 4 | -0.5
O=C(Nc1cccc2ccccc12)c1ccc2c(c1)C(=O)N(c1ccccn1)C2=O
    0.1 | -14 | 1 | -0.1
COc1ccc(Cl)cc1NC(=O)CCCC(=O)O
    2.2 | 7 | 4 | -0.1
Cc1[nH]nc2nc(SCc3cc(=O)n4ccccc4n3)n(-c3ccc(Br)cc3)c(=N)c12
    0.4 | 0 | 18 | 0.6
O=C(NCC(c1ccco1)S(=O)(=O)c1ccc(F)cc1)c1ccccc1F (stereo not given)
    -0.5 | -9 | 3 | 0.1
COc1ccc(/C=C2\C=C(c3ccccc3)N(c3ccc(Sc4ccc([N+](=O)[O-])cc4)cc3)C2=O)cc1Br
    1.4 | -8 | 5 | -0.1
CCOc1ccc(S(=O)(=O)N2CCC(C(N)=O)CC2)cc1C
    0.5 | -5 | 9 | 0.0
O=C(NC1(C(F)(F)F)NC(=O)N(Cc2cccnc2)C1=O)c1ccc(F)cc1 (stereo not given)
    0.8 | -2 | -1 | -0.1
CCOC(=O)N/N=C(C)/C=C/c1ccccc1
    -1.4 | -26 | 11 | -0.1

Additional entries follow.
Below each compound – GPR151 activ | TEAD-YAP inh | MITF primary | FBW7 activator
COCCCNC(=O)CCCn1ncn2c(cc3occc32)c1=O
    -0.7 | 2 | -5 | 0.2
CN(CC(=O)Nc1ccccc1F)S(=O)(=O)c1ccc2[nH]c3c(c2c1)CCCC3
    0.3 | 3 | 4 | 0.1
O=C(O)COc1ccc(/C=N/NC(=O)c2ccc(O)cc2)cc1OCC(=O)O
    0.8 | -8 | 31 | 0.2
COc1ccccc1-n1nc(C(=O)N2CCCCCC2)c2ccccc2c1=O
    0.6 | -3 | -2 | 0.2
CC1=C(C#N)C(c2ccc(O)cc2)C2=C(CC(c3ccc(Cl)cc3)CC2=O)N1 (stereo not given)
    -1.8 | 12 | -2 | 0.1
COc1ccc(C2CC(c3c(-c4ccccc4)c4cc(Cl)ccc4[nH]c3=O)=NO2)cc1 (stereo not given)
    -1.6 | 3 | -1 | 0.4
Cc1cccc(C(=O)NC2CCN(CC(=O)NC3CC3)CC2)c1
    0.0 | 19 | 30 | 0.0
CCOC(=O)c1sc2nc(SCc3c(F)cccc3Cl)n(Cc3cccs3)c(=O)c2c1C
    -0.6 | -2 | -8 | 0.1
COC(=O)C1=C(C)N=c2s/c(=C/c3ccc(N(C)C)cc3)c(=O)n2C1c1ccccc1Cl (stereo not given)
    0.6 | -14 | -4 | -0.1
CCOC(=O)c1oc2ccccc2c1NC(=O)c1ccccc1[N+](=O)[O-]
    1.9 | 2 | -6 | -0.1
Cc1nc(NC(=O)COc2ccccc2)sc1C(=O)N(C)C
    3.5 | -41 | -1 | 0.1
COc1cccc(/C=C2/SC(NC(C)=O)=NC2=O)c1OC
    0.4 | -1 | -19 | 0.0
O=C(Nc1ccc(F)c(Cl)c1)c1ccc2c(=O)n(C3CCCCC3)c(=S)[nH]c2c1
    0.6 | 1 | -3 | 0.0
O=C(CSc1nc2ccc([N+](=O)[O-])cc2s1)Nc1ccccc1F
    -0.3 | -3 | 12 | 0.6
CCSc1nc(N2CCOCC2)c2c(c1C#N)CC(C)(C)OC2
    -0.3 | -9 | 13 | 0.1
COc1cccc(OCC(=O)NCc2nc(-c3ccccc3)no2)c1
    0.5 | 5 | 2 | 0.1
O=C1N[C@@H](Cc2ccc(Cl)cc2)C(=O)N2C[C@@H](NCc3cccc(Cl)c3)C[C@@H]12
    -0.8 | -11 | -5 | 0.0
O=C(Oc1ccc(Br)cc1C(=S)N1CCOCC1)c1ccc([N+](=O)[O-])cc1
    -0.3 | -12 | 3 | -0.2
Cc1ccc(NC(=O)CSc2nc3c(sc(=S)n3-c3ccc(C)c(C)c3)c(=O)n2-c2ccccc2)cc1
    0.2 | 9 | 11 | 0.2
